# RMI FANCM FP: blocks RMI1/RMI2 complex binding to FANCM MM2 peptide | Fluorescence polarization, RMI core complex with F-MM2 peptide; stronger effect = lower value | FP signal (polarization) at 33 µM | 0.58% of 70,000 active | AID 1159607; in the data active = FP signal below about 40; also: inactives centre near 61; strong numbers were not always called active; unit not given here
# Active calls of the source: *; & = joins results of further samples. This is a subset (hit frequency here may not be typical).
SMILES,RMI FANCM FP
CN(C)C(CNS(=O)(=O)c1ccc(Cl)s1)c1ccsc1 (stereo not drawn),75
O=C(COc1ccc(C(=O)c2ccccc2)cc1)NCCn1nc(-c2cccs2)ccc1=O,67
Cc1nc2ccccc2c(=O)n1-c1ccc(NS(=O)(=O)c2ccc3c(c2)CCCC3)cc1,56
NC(=O)c1ccc(NC(=O)C(=O)N2CCN(c3cccc(Cl)c3)CC2)cc1,51
CCOC(=O)c1cn(C)c2cc(F)c(F)cc2c1=O,63
Cc1ccc(N2CC(c3nc(-c4ccc(Br)cc4)no3)CC2=O)cc1 (stereo not drawn),97
O=C(Nc1cccc([N+](=O)[O-])c1)C(=O)N1CCN(c2cccc(Cl)c2)CC1,52
COc1cc(OC)cc(-c2noc(-c3sccc3S(=O)(=O)N(C)c3ccc(C)c(F)c3)n2)c1,62
O=[N+]([O-])c1ccc(N2CCN(c3ccccc3Cl)CC2)c([N+](=O)[O-])c1,54
O=C(CSc1ccc([N+](=O)[O-])cc1Cl)NCc1ccccc1,59
COc1ccc(C)cc1NC(=O)C(=O)NCC1COC2(CCCC2)O1 (stereo not drawn),53
c1ccc(Nc2ncnc3scc(-c4ccc(-c5ccccc5)cc4)c23)cc1,89
Cc1cc(C(=O)N(CC2CCCO2)c2nc3c(C)ccc(Cl)c3s2)on1 (stereo not drawn),71
O=C(Nc1ccc(Cl)cc1)N1CCOC1c1cccs1 (stereo not drawn),57
OC(CNCc1ccc(-c2cccs2)cc1)C(F)(F)F (stereo not drawn),48
O=C(Nc1nc2c(Cl)c(Cl)ccc2s1)c1ccc(S(=O)(=O)N2CCCC2)cc1,59
O=C(Cn1nc(-c2ccco2)c2sc(N3CCCCC3)nc2c1=O)Nc1ccc2c(c1)OCO2,72
CN(C)/N=C\c1ccc(/C=N/NC(N)=S)cc1,58
CCCN(CCC)S(=O)(=O)c1ccc(C(=O)N/N=C\c2ccc(OC)c(OC)c2)cc1,52
O=C(Cc1cccs1)Nc1nnc(SCC(=O)N2CCCCCC2)s1,58
COc1ccc(N=Cc2c(O)ccc3ccccc23)c(OC)c1,-48
Cc1cc(C)n(-c2ccccc2)c2nn(-c3ccccc3)c(=O)c1-2,60
O=S1(=O)CCC=C1Cl,57
S=c1[nH]nc(-c2cccc(Cl)c2)o1,72
C#CCOC(=O)Nc1nc(C)oc1C(F)(F)F,60
COc1cc(Cl)c(NC(C)=O)c(Cl)c1,55
O=C(NCCn1ncccc1=O)C1CCCC1,65
Cc1csc(NC(=O)CC2CCCCN2S(=O)(=O)c2cccs2)n1 (stereo not drawn),66
O=C(Nc1ccc(Br)cc1)c1ccc(F)c(S(=O)(=O)N2CCN(c3ccc(F)cc3)CC2)c1,57
O=C(O)c1ccccc1C(=O)c1cccs1,57
COc1ccc(Cl)cc1NC(=O)CSc1nccn1Cc1ccc2c(c1)OCO2,61
CCOC(=O)N1CCN(c2ncnc3c2cnn3C)CC1,58
CC1(C)C(=O)NCCN1C(=O)CS(=O)(=O)c1ccc(F)cc1,66
O=C(Nc1nc(CN2CCc3ccccc3C2)cs1)c1ccc(N2C(=O)CCC2=O)cc1,60
COc1cc(OC)c(C(=O)CCC(=O)O)cc1OC,54
CCC(CC)C(=O)NCCn1ncc2c(=O)n(Cc3cccc(Cl)c3)cnc21,66
Cc1cc(C(F)(F)F)cc(NNS(=O)(=O)c2ccc(Cl)cc2Cl)n1,52
Cc1ccc(C2Oc3ccccc3C3CC(c4cccc(NS(C)(=O)=O)c4)=NN32)cc1 (stereo not drawn),58
COc1ccc(-n2ncc(C(=O)Nc3ccccc3Oc3ccccc3)c2C)cc1,61
CCC(=O)Nc1ccc(S(=O)(=O)NCCn2nc(-c3cccs3)ccc2=O)cc1,57
Cn1c(=NC(=O)C2CCN(S(=O)(=O)c3ccc(Cl)s3)CC2)sc2cc([N+](=O)[O-])ccc21,54
CCc1ccc(-c2csc(NC(=O)c3ccc(F)c(F)c3)n2)cc1,57
C/C(=C(\CCOP(=O)(O)O)SC(=O)c1ccccc1)N(C=O)Cc1cnc(C)nc1N,57
Cc1oc(-c2cccs2)cc1C(=O)O,134
Cc1cc(C)c2c(=O)c(-c3cc(C(=O)O)c4cc5ccccc5cc4n3)coc2c1,63
CCCc1cc(=O)[nH]c(SCc2cccc(F)c2)n1,55
Oc1ccccc1C1=NN2C(C1)c1cc(Cl)ccc1OC2c1ccsc1 (stereo not drawn),74
CCOc1ccc2nc(NC(=O)c3snnc3CC)sc2c1,55
CN(C)c1ccc(/C=N\NC(=O)c2ccccc2)cc1[N+](=O)[O-],55
CCOc1ccc(C(=O)NCCN2CCN(c3ccccc3)CC2)cc1OCC,65
Cc1cc(C)c(C)c(S(=O)(=O)NCC(=O)Nc2ccc3c(c2)OCCO3)c1C,76
Cc1nccn1CC(O)Cn1c2c(c3cccc(Cl)c31)CCCC2 (stereo not drawn),91
NS(=O)(=O)c1ccc(O)c(N2C(=O)c3cccc4c(C(=O)c5ccccc5)ccc(c34)C2=O)c1,54&53
CCn1cccc(-c2nnc(SCC(=O)Nc3ccc(C(N)=O)cc3)n2C)c1=O,62
Cc1noc(C)c1C(=O)Nc1ccc(C(F)(F)F)cc1,65
CC(=O)N(c1ccc(C(F)(F)F)cc1)S(=O)(=O)c1ccc(N2C(=O)CCC2=O)cc1,53
COc1ccc2nc(-c3ccc(F)c(NC(=O)c4ccccc4C(F)(F)F)c3)cn2n1,87
CCN(CC)CCN(C(=O)c1cc(C)ccc1C)c1nc2c(SC)cccc2s1,73
CCc1ccc(NC(=O)Cn2c(=O)c3c(N4CCN(C(C)=O)CC4)ccnc3n(C)c2=O)cc1,68
Cc1cc(NC(=O)c2cc3c(=O)n4cccc(C)c4nc3s2)no1,66

# Grouped by structure: the entries above containing a furan ring, fused or not.
SMILES,RMI FANCM FP
O=C(Cn1nc(-c2ccco2)c2sc(N3CCCCC3)nc2c1=O)Nc1ccc2c(c1)OCO2,72
Cc1oc(-c2cccs2)cc1C(=O)O,134

# 3 entries already listed, sorted by their value in RMI FANCM FP, rising:
smiles	RMI FANCM FP
CCCN(CCC)S(=O)(=O)c1ccc(C(=O)N/N=C\c2ccc(OC)c(OC)c2)cc1	52
C#CCOC(=O)Nc1nc(C)oc1C(F)(F)F	60
CCN(CC)CCN(C(=O)c1cc(C)ccc1C)c1nc2c(SC)cccc2s1	73

# Returning to the listing, repeating the two entries before the break.
SMILES,RMI FANCM FP
CCc1ccc(NC(=O)Cn2c(=O)c3c(N4CCN(C(C)=O)CC4)ccnc3n(C)c2=O)cc1,68
Cc1cc(NC(=O)c2cc3c(=O)n4cccc(C)c4nc3s2)no1,66
O=C(CC12CC3CC(C1)CC(CC(=O)Nc1ccccc1)(C3)C2)Nc1ccccc1,62
O=C(CC(NCCCN1CCOCC1)C(=O)O)Nc1ccc2c(c1)OCO2 (stereo not drawn),52
COc1cc(OC)c2c(=O)c(OC)c(-c3ccc(OC)c(OC)c3)oc2c1,56
CCOC(=O)/C(C#N)=C/Nc1ccsc1C(=O)OC,55
Cc1sc2ncnc(SCC(=O)Nc3nc(-c4ccccc4)ns3)c2c1C,117
Cc1cc(C)c(C)c(S(=O)(=O)NCc2ccc(C(=O)Nc3ccc(-c4nc5ccccc5s4)cc3)cc2)c1C,159
CCOc1ccc(NC(=O)Cn2c(C)cc(C)c(S(=O)(=O)c3ccccc3)c2=O)cc1,64
O=C(NC1CCCCNC1=O)c1cnn(-c2ccccc2)c1C(F)(F)F (stereo not drawn),61
O=C(NCCc1c[nH]c2ccccc12)C(=O)Nc1ccc2c(c1)CCCN2C(=O)c1cccs1,57
C=C(C)Cn1c(-c2ccc(N)cc2)nc2ccccc21,54
CSc1ccc(C(=O)Nc2nc3ccc(Br)cc3s2)cc1,72
COc1ccccc1-c1nnc2ccc(OCCNC(=O)c3cccc(C)c3)nn12,77
N#CC(C#N)=CNNC(=O)CNC(=O)c1ccccc1[N+](=O)[O-],54
COC(=O)Cc1nc(NC(=O)C2CCC2C(=O)O)sc1C (stereo not drawn),56
Cc1cc(=O)n2c(-c3cccc(NC(=O)COc4ccc5c(c4)OCO5)c3)csc2n1,63

# Shown tab-delimited: entries from further up.
Compound	RMI FANCM FP
COc1cc(OC)c2c(=O)c(OC)c(-c3ccc(OC)c(OC)c3)oc2c1	56
CCOC(=O)/C(C#N)=C/Nc1ccsc1C(=O)OC	55
Cc1sc2ncnc(SCC(=O)Nc3nc(-c4ccccc4)ns3)c2c1C	117
Cc1cc(C)c(C)c(S(=O)(=O)NCc2ccc(C(=O)Nc3ccc(-c4nc5ccccc5s4)cc3)cc2)c1C	159
CCOc1ccc(NC(=O)Cn2c(C)cc(C)c(S(=O)(=O)c3ccccc3)c2=O)cc1	64
O=C(NC1CCCCNC1=O)c1cnn(-c2ccccc2)c1C(F)(F)F (stereo not drawn)	61
O=C(NCCc1c[nH]c2ccccc12)C(=O)Nc1ccc2c(c1)CCCN2C(=O)c1cccs1	57

# (listing goes on)
SMILES,RMI FANCM FP
CCOC(=O)c1cnn(CCO)c1C,70
CS(=O)(=O)c1cccc(-c2nnc(NC(=O)c3cc([N+](=O)[O-])cc([N+](=O)[O-])c3)o2)c1,63
COc1ccc(CNC(=O)Cc2nc(-c3ccncc3)n[nH]2)cc1,62
CCc1ccc(S(=O)(=O)Nc2ccc(C)c(NS(C)(=O)=O)c2)cc1,55
CC(C)(C)OC(=O)N1C(C(=O)O)COC1(C)C (stereo not drawn),53
O=C(Nc1ncnc2sccc12)C1CCCCC1,54
Cc1c(Cl)cccc1NC(=O)CSc1ncc(S(=O)(=O)c2ccc(Cl)s2)c(N)n1,143
Cn1c(SCC(=O)c2ccc3ccccc3c2)nnc1-c1ccc(C(C)(C)C)cc1,77
Cc1ccc(S(=O)(=O)Nc2nc(C)c(C(=O)NCc3c(F)cccc3F)s2)cc1,56
Fc1ccc(-c2csc3ncnc(NCCc4cccs4)c23)cc1,90
O=C(N1CCN(S(=O)(=O)c2cccc([N+](=O)[O-])c2)CC1)N(c1ccccc1)c1ccccc1,58
Cc1cc(C)cc(C(=O)NCC2CCN(C(C)C)CC2)c1,78
O=C(C1CC1)N1CCc2ccc(NS(=O)(=O)c3cccs3)cc21,68
Cc1ccc(-c2cc(CC(=O)NCCCn3ccnc3)no2)cc1,76
CCOC(=O)C(C)Oc1cccc2c(=O)n(CC(=O)NCCc3ccc(OC)c(OC)c3)ccc12 (stereo not drawn),59
CCCCC(=O)Nc1nnc(SCC(=O)Nc2cc(C)cc(C)c2)s1,61
CCn1c(=NC(=O)COc2ccccc2)sc2cc(F)cc(F)c21,59
CCC(C(=O)NNC(=O)c1cc(OC)c(OC)c(OC)c1)c1ccccc1 (stereo not drawn),56
Cc1ccc(NC(=O)c2ccc(N3C(=O)CCC3=O)cc2)c(C(=O)c2ccccc2)c1,55
CCOc1cc(C(=O)NCc2nnnn2-c2ccc(C)c(C)c2)cc(OCC)c1OCC,53
O=C(CN(c1ccc(F)cc1)S(=O)(=O)c1cccnc1)NCc1ccccc1,68
COc1ccc(-n2nnc(C(=O)OCc3cc(C)ccc3C)c2C)cc1Cl,62
CC(Sc1ncc(-c2cccc(Br)c2)o1)C(=O)NCCc1ccccc1 (stereo not drawn),89
O=C(CCc1csc2nc(-c3ccccc3)cn12)NCCCc1ccccc1,67
O=S(=O)(Nc1cccc(-c2nc3ccccc3s2)c1)c1ccc(Cl)s1,88
O=C(Nc1cccc(-c2nc3ccccc3o2)c1)C1CCCN1S(=O)(=O)c1ccc(Cl)s1 (stereo not drawn),67
CC1SC(=N/N=C2\CCCc3ccccc32)NC1=O (stereo not drawn),59
COc1ccc(CNc2oc(-c3ccc(S(=O)(=O)N4CCCC(C)C4)cc3)nc2C#N)cc1 (stereo not drawn),74
Cc1nnsc1-c1nnc(SCC(=O)c2ccc3c(c2)OCO3)n1C1CC1,59&46
CC(=O)Nc1ccc(C(=O)NCCNC(=O)c2cccc(Cl)c2)cc1,67
O=C(Nc1nc2c(s1)COc1ccccc1-2)c1ccccc1Br,86
CC1(C)Cc2cccc(OCC(=O)Nc3ccc4c(c3)OCO4)c2O1,53
Cc1nnc(SCC(=O)NCc2ccc(F)cc2)c2c1cnn2-c1ccc(F)cc1,62
COc1ccc(NC(=O)CC2Nc3ccccc3NC2=O)cc1Cl (stereo not drawn),64
COc1cccc2sc(Nc3nc(-c4nc5ccccc5s4)cs3)nc12,92
COc1ccc(Nc2c(C#N)cnc3ccc(Cl)cc23)c(OC)c1,59
COc1ccc(C(=O)NCCn2ncc3c(=O)n(Cc4cccc(C)c4)cnc32)c(OC)c1,68
COC(=O)c1ccc2c(=O)n(CCCC(=O)NCc3ccccc3Cl)c(=S)[nH]c2c1,90
CCCN1CCCc2cc(CCNS(=O)(=O)c3ccc(Cl)cc3)ccc21,70
COc1ccc(N2CCN(C(=O)c3ccc4nccnc4c3)CC2)cc1,65
COc1ccc2ccccc2c1C=C1C(=O)N(C)C(=O)N(C)C1=O,62
O=C(Cc1cn(Cc2ccc(F)cc2)c2ccccc12)N1CCCc2ccccc21,97
CSc1noc(-c2ccc(S(=O)(=O)NCc3ccccc3)s2)c1C#N,48
O=C(CSc1nnc(CNC(=O)c2cccc(C(F)(F)F)c2)o1)NCc1ccc2c(c1)OCO2,58
COc1ccc(CC(=O)NCC(c2cccc3ccccc23)N(C)C)cc1 (stereo not drawn),51
Cc1ccc(S(=O)(=O)N2CCC(C(=O)N(Cc3cccnc3)c3nc4ccccc4s3)CC2)cc1,86
NC(=O)NC(=O)CC1S/C(=N\N=C/c2ccccc2)NC1=O (stereo not drawn),57
Cc1cnnn1-c1ccc(C(=O)N2CCCc3ccccc32)cc1,64
COc1ccccc1Oc1cn[nH]c1-c1ccc(O)cc1O,57
O=[N+]([O-])c1ccccc1S(=O)(=O)Oc1c(Br)cc(Br)c2cccnc12,58
COC(=O)c1sc2ccccc2c1S(=O)(=O)N(C)CC(=O)Nc1ccc(C)c(C)c1,91
N#Cc1nccnc1Sc1ccc(Cl)cc1,53
COc1ccc2o/c(=N\NC(=O)c3ccccc3)c(-c3nc4ccccc4[nH]3)cc2c1,39
O=C(Nc1ccc(-c2nc3cccnc3s2)cc1)c1ccco1,155
CN(C)c1ccc(C=C(c2ccc(N)cc2)c2ccc(N)cc2)cc1,56&57
COc1ccc2sc(Nc3ccccc3Cl)nc2c1,59
O=C1CSc2nc3ccccc3n21,57
O=C(NCCOc1ccc(F)cc1)c1ccco1,60
